Screening results from PubChem BioAssay.
V1R ag counter = V1a receptor agonism, counter-screen for OXTR agonists; P37288; CHO-V1R cells, Fluo-8 calcium fluorescence, agonist mode; 0% DMSO, 100% 3 nM vasopressin; activation, % at 3 µM; 0.25% of 320,000 active;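 active means activation above the mean activation of all tested compounds plus 3 SD, per screening run, cut at about 20% in these data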;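 further: signal is peak over basal fluorescence ratio across a 100 second FLIPR read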
Target sequence (P37288 whole entry, looked up): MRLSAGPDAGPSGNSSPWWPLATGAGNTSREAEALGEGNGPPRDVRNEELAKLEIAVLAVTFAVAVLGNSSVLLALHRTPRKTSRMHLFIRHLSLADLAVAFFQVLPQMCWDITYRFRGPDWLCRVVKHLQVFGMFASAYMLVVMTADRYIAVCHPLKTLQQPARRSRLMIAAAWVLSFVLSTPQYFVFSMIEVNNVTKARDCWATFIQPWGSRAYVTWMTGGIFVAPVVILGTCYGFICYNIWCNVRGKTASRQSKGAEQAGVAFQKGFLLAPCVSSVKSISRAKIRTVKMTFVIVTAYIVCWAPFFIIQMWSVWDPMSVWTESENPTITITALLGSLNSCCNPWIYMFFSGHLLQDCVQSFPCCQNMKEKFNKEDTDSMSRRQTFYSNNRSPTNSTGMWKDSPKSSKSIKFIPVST
OXTR agonist = activates the human oxytocin receptor; P30559; CHO-OTR cells, Fluo-8 calcium fluorescence; normalized: DMSO 0%, oxytocin 100%; activation, % at 3 µM; 0.32% of 320,000 active; AID 2435;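 active means activation above the mean of all tested compounds plus 3 SD, cutoff set per screening run, cut at about 20% in these data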;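 further: peak over basal fluorescence ratio from a 100 s FLIPR kinetic read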
MEKK2 WT-MEK5 = raises or lowers MEK5 binding to wildtype human MEKK2 PB1 domain; binding response (% of control), % at 10 µM; bead flow cytometry, Alexa488-MEK5 binding to MEKK2 WT; actives lie on both sides; Q9Y2U5; 1.1% of 290,000 active; in the data active means binding response below about 67% or above about 130%
M18AAP inhibitor = PfM18AAP enzyme inhibition; 1.2% of 290,000 active; inhibition, % at 7.35 µM; recombinant PfM18AAP, H-Glu-NHMec fluorogenic cleavage;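 active means inhibition above the campaign mean inhibition over all tested compounds plus 3 SD, cut at about 28% in these data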;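 further: 0% = plate median of test compound wells and 100% = 2 mM ZnCl2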
OXTR potentiator = human OXTR potentiation | P30559 | CHO-OTR cells, Fluo-8 calcium fluorescence, potentiator mode; 0% = oxytocin EC15, 100% = EC100 | activation, % at 3 µM | 0.061% of 320,000 active;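 active means activation above that plate's cutoff, the mean activation of tested compounds plus 3 SD, cut at about 6.6% in these data, passing the limit was not always enough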;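 further: 100% uses oxytocin at 75 nM as the full agonist control; some results filed as inactive read as strong as hits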
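assay system = CHO-OTR cells, human receptor | schedule = compound 6 min at room temperature before oxytocin, 100 s read | detection = Fluo-8 intracellular calcium fluorescence, ex 470-495, em 515-575 nm | evaluation = normalized max/min fluorescence ratio, % activation | control set = EC15 oxytocin alone as 0%, 75 nM oxytocin (EC100) as 100%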
GalR3 antag = antagonists of human GalR3 | 0.44% of 360,000 active | O60755 | inhibition, % at 3 µM | HEK293 GalR3-CNG cAMP membrane potential fluorescence; galR3 body fused to GalR1 C-terminus;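 active means inhibition above the screen-wide average plus 3 SD, cut at about 13% in these data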;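 further: forskolin and galanin both at EC90 stimulate the cells; cAMP rise reported by CNG channel membrane potential dye signal; 0% = forskolin plus galanin with DMSO and 100% = forskolin alone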
Target sequence (O60755 1-299 limits assumed): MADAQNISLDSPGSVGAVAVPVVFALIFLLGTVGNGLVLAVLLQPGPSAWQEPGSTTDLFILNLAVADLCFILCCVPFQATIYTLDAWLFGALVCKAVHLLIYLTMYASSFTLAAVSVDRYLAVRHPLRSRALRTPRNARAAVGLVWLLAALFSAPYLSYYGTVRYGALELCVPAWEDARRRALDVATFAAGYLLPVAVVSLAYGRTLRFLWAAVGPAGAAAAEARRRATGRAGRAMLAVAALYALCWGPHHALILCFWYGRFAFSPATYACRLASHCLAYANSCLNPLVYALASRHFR
MEKK2mut PB1 HTS = signal of MEK5 binding to mutant human MEKK2 PB1 domain | AID 1530 | 0.35% of 290,000 active | bead flow cytometry, Alexa488-MEK5 binding to MEKK2 mutant | percent response, % at 10 µM; in the data active means percent response above about 24%, passing the limit was not always enough; further: inactives centre near 1; some results filed as inactive read as strong as hits
GPR7 antag = human neuropeptides B/W receptor 1 antagonism. P48145. GPR7-expressing cells, fluorescence antagonist assay. inhibition, % at 4.4 µM. 1.1% of 290,000 active. AID 1861; in the data active means inhibition above about 16%, passing the limit was not always enough;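 further: cells stimulated with the agonist NPW; 0% = agonist with vehicle and 100% = vehicle without agonist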
Target sequence (P48145 whole entry, looked up): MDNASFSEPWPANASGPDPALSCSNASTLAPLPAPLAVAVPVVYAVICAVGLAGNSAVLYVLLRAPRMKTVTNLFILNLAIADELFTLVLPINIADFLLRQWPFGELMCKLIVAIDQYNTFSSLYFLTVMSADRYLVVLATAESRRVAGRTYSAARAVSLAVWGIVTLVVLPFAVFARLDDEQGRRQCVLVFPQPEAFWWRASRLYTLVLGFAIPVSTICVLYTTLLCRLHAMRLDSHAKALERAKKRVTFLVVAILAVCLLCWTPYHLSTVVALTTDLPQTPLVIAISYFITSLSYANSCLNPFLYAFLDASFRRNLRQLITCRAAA
NALP1 inh = NALP1 inhibition; S. cerevisiae NALP1/ASC/caspase-1 growth, X-gal OD620, 72 h; inhibition, % at 10 µM; 0.61% of 280,000 active; AID 2071; in the data active means inhibition mostly above about 24%, no sharp cut-off; inactive means mostly below about 32%; further: some compounds called inactive have numbers as strong as hits
* = called active by the depositor; · = not tested or not shown; & = joins results of further samples.

SMILES	V1R ag counter	OXTR agonist	MEKK2 WT-MEK5	M18AAP inhibitor	OXTR potentiator	GalR3 antag	MEKK2mut PB1 HTS	GPR7 antag	NALP1 inh
O=[N+]([O-])c1ccc(Nc2ccc(Cl)cc2)nc1	0.6	-1.3	96	-5	-25	-5	-12	-1	-6
Cc1ccccc1-c1nn(-c2ccc(F)cc2F)cc1CNC1CC1	0.0	-1.1	103	2	2	-3	7	-13	8
CN(C)S(=O)(=O)c1ccc(Cl)c(NC(=O)CN2C(=O)NC3(CCCC3)C2=O)c1	0.3	-0.1	99	-12	-8	-9	1	-9	20
O=C(NCCc1c[nH]c2ccccc12)/C(=C\c1cccnc1)NC(=O)c1ccco1	0.7	-0.4	99	-1	1	-4	-2	2	33
Cc1cnc(C(=O)NCCc2ccc(C(F)(F)F)cc2)cn1	3.3	3.6	105	-7	-6	-9	3	-11	5
O=C(NCCN1CCOCC1)c1cc(-c2ccccc2Cl)on1	1.4	2.0	96	-6	-12	-8	0	-18	13
CSC1=N/C(=C/c2cccnc2)C(=O)N1Cc1ccccc1	-0.2	-1.4	99	2	-10	-5	2	-11	17
COc1c(/C=N/Nc2nc(N3CCCCC3)nc(N3CCCCC3)n2)cccc1[N+](=O)[O-]	-1.0	-1.1	101	4	-9	4	3	-1	-4
COc1cccc(/C=C/c2nc(S(=O)(=O)c3ccccc3)c(N(C)C)o2)c1	1.2	-1.5	100	-2	-3	-2	1	1	18
CCCC(=O)NC(c1ccccc1OC)c1ccc2cccnc2c1O (configuration not stated)	-1.1	-0.5	88	11	-7	·	-8	-10	1
CCN(Cc1ccccc1)C(=O)c1cccnc1	-0.2	-0.4	105	4	0	-4	8	-12	-17
Cc1c(CN(C)C)c2c(n1Cc1ccccc1)C(=O)c1ccc(Br)cc1-2	4.1	9.4	139*	7	-1	-10	17	-3	11
NNC(=O)c1ccccc1OCCOc1ccccc1	-0.3	-2.2	107	9	-4	-8	4	-1	-5
CCCCNC(=O)C(=O)NCc1ccncc1	0.9	0.4	96	-13	-2	-7	5	-5	25
CN(c1ccc(OCC(=O)OCC(=O)c2c(N)n(C)c(=O)n(C)c2=O)cc1)S(=O)(=O)c1ccc2ccccc2c1	1.1	1.1	94	-5	-6	6	-2	-4	6
NNC(=O)c1ccc(CN2C(=O)c3cccc4cccc2c34)cc1	0.5	-0.2	95	-14	-7	-7	-5	2	16
CCOC(=O)[C@H]1[C@H]2COc3ccc(Br)cc3[C@H]2N2C(=O)CNC(=O)[C@@]12C	0.6	1.9	·	·	-5	-8	·	·	·
c1ccc(Cn2ccnc2-c2ccco2)cc1	2.3	0.7	·	-35	-16	-2	·	-3	20
CCN(CC)c1ccc(/C=N/NC(=O)Nc2nonc2N)cc1	0.3	-1.6	96	12	-7	-2	0	-12	21
CC(=O)c1cc(O)c2ccccc2c1O	1.1	0.4	93	10	-7	-7	3	6	-3
CCCCCOc1ccc(C(=O)Nc2ccc(S(=O)(=O)Nc3cc(C)on3)cc2)cc1	-0.1	-0.6	94	8	2	-6	-3	-8	-2
CN(C)/C=N/c1nc(-c2ccc3ccccc3c2)cs1	2.8	-0.5	103	-7	-13	-5	1	5	16
Cc1cc(C)c[n+](C(C)C(=O)c2ccc(Cl)cc2)c1 (configuration not stated)	0.2	-0.4	108	-2	-10	-10	3	-2	7
Cc1cc(C(=O)NNS(=O)(=O)c2cccc(Cl)c2)nn1C(C)(C)C	0.7	0.5	104	5	-4	0	-1	-15	-1
COc1ccc(NC(=O)c2cnn(-c3ccccc3)c2C)c(OC)c1	0.7	-1.1	106	3	-5	6	11	2	22
COc1ccc(C2C=C(c3ccc(F)cc3)NC(=S)N2)cc1OC (configuration not stated)	3.3	1.2	89	6	-11	-2	-12	-4	1
CCOC(=O)C1CCN(C(=O)CN2C(=O)C(CC)Oc3ccccc32)CC1 (configuration not stated)	-0.2	1.1	102	-3	-2	-4	-1	-11	-8
O=C(N/N=C/c1c(O)n(-c2ccc(Cl)cn2)c(=O)c2ccccc12)c1ccncc1	3.6	2.3	107	10	-5	6	0	-7	12
O=c1[nH]c(SCc2ccccc2)nc2[nH]ncc12	0.8	0.9	105	26	-4	-1	8	-10	13
CCC(OC(=O)c1ccco1)C(=O)NCc1ccc2c(c1)OCO2 (configuration not stated)	-0.7	0.2	108	4	2	-6	4	-6	4
CCN1CCN(CCCNC(=O)c2ccc(CS(=O)c3ccc(Br)cc3)o2)CC1 (configuration not stated)	-0.2	0.3	103	5	-1	-8	2	10	-10
CCN(CC)CCCNC(=O)Cn1ccc2ccccc2c1=O	0.1	0.9	90	-2	-3	-4	2	-2	-9
CC(=O)Nc1ccc(S(=O)(=O)N(C)CC(=O)NNc2c(F)c(F)cc(F)c2F)cc1	0.6	1.1	·	·	-7	0	·	·	·
CC(=O)CC(=O)NC1C2CC3CC(C2)CC1C3 (configuration not stated)	-0.5	-0.2	107	0	-8	-4	6	-1	16
CN(C)C(=O)c1ccc(Oc2ccc(C(=O)N(C)C)cc2)cc1	1.0	1.1	75	-14	0	-4	-14	-19	-4
O=C1CC(NC(=O)c2ccc(Cl)cc2)C(=O)N1 (configuration not stated)	1.6	0.2	101	-2	-10	-6	3	4	3
COc1ccc(-c2nc(-c3ccccn3)ncc2S(C)(=O)=O)cc1	0.1	-0.5	107	0	-6	-3	0	-9	-16
O=C(Cn1nnc(-c2ccccc2Cl)n1)N1CCN(S(=O)(=O)c2ccc(Cl)cc2)CC1	1.7	0.8	110	-8	-8	-2	4	16*	16
COC(=O)c1cc2occc2n1Cc1nc(-c2ccccc2C)oc1C	0.4	-1.3	101	3	-8	1	-2	-10	31
Cc1occc1-c1nnc(-c2cc([N+](=O)[O-])cc([N+](=O)[O-])c2)o1	-0.3	-2.2	93	4	-7	-2	-6	-2	5
COc1ccc(-c2cc(C(=O)Nc3ccccc3SC)no2)cc1	-0.9	-0.1	103	-3	-5	-5	5	0	3
CCOc1ccc(/C=C/C(=O)c2ccccc2)cc1OC	0.9	0.1	100	-8	-3	5	-2	0	47
FC(F)(Cl)c1nnc2ccc(Sc3ccccn3)nn12	-0.5	0.8	91	1	-6	-3	-6	2	18
COc1ccccc1/C=C1\SC(=S)N(C(C(=O)O)c2ccccc2)C1=O (configuration not stated)	-0.5	0.4	105	11	-4	-4	5	-11	14
COc1cccc(C(=O)O/N=C(\N)c2ccc(C)cc2)c1	-1.0	0.0	110	-9	0	-7	4	-4	19
CCOC(=O)CN1C(=O)N[C@@H](c2ccc(Br)cc2)C(C(=O)OC)=C1C	0.9	-0.3	98	·	-8	-7	3	·	-9
CCn1cc(C(=O)N2CCc3ccccc32)c(=O)c2cc(S(=O)(=O)N3CC(C)CC(C)C3)ccc21 (configuration not stated)	0.9	-2.0	103	-2	-10	1	0	1	19
Cn1cc(Br)c(NS(=O)(=O)c2ccc(Cl)s2)n1	0.3	-1.0	93	-14	-5	-4	-8	2	17
Cc1c(Cl)cnc(NC(=O)COC(=O)CCS(=O)(=O)c2ccccc2)c1Cl	0.6	0.8	102	3	-3	-1	2	-5	23
O=C(COc1ccc2ccccc2c1)Nc1ccc(S(=O)(=O)N2CCCCCC2)cc1	3.2	2.5	101	0	-8	-5	3	-17	-55
O=C(CCCc1nc2ccccc2s1)Nc1ccccc1	-0.5	-0.4	82	0	-11	1	-12	-2	10
CC(C)C(NC(=O)CCN1C(=O)c2ccccc2C1=O)c1ccccc1 (configuration not stated)	·	·	104	2	·	-11	10	4	-2
CC(=O)n1nc(-c2cccc(C)c2)nc1SCC(=O)Nc1ccccc1	-0.6	0.6	94	-5	-5	-2	-1	-6	23
O=C(Nc1c(C(=O)O)[nH]c2ccccc12)NC1CCCCC1	-0.3	0.2	102	-4	-14	-2	6	-8	-8
CC(=O)Nc1ccc(NC(=O)COc2c(C)cc(Br)cc2C)cc1	10	1.0	102	6	-16	-6	2	-4	13
Cc1cccc(C(=O)Nc2nnc(S(=O)(=O)N3CCCCCC3)s2)c1	7.8	6.5	100	-3	-8	2	1	-2	14
Cc1cc(C)n(CC(O)COc2cccc(OCC(O)Cn3nc(C)cc3C)c2)n1 (configuration not stated)	3.6	2.6	105	-8	-12	-4	6	-16	0
O=C(NC1CCN(Cc2nnnn2CCc2ccccc2)CC1)c1ccccc1F	0.4	1.1	103	1	-4	0	-1	-9	30
CN1CC(=O)N2[C@H](c3ccc4c(c3)OCO4)c3[nH]c4ccccc4c3C[C@@H]2C1=O	2.3	3.0	105&93	2	-2	-4	2&-4	-3	2
COc1ccc(OC)c(C2CC(c3c(-c4ccccc4)c4cc(Cl)ccc4[nH]c3=O)=NN2S(C)(=O)=O)c1 (configuration not stated)	0.2	0.5	·	-12	-25	3	·	0	-33

(more compounds)
SMILES	V1R ag counter	OXTR agonist	MEKK2 WT-MEK5	M18AAP inhibitor	OXTR potentiator	GalR3 antag	MEKK2mut PB1 HTS	GPR7 antag	NALP1 inh
CC(=O)c1cccc(NC(=O)Cn2nc(-c3ccc(Cl)cc3)ccc2=O)c1	2.4	1.4	86	2	-2	-9	-9	0	-7
CCCS(=O)(=O)N1CCC(C(=O)N2CCC(Cc3ccccc3)CC2)CC1	3.2	0.3	99	7	-6	-2	8	-4	2
CSc1nc2ccsc2c(=O)n1-c1ccccc1	-1.8	-2.3	98	-4	0	-6	-2	-17	3
CCOc1ccc(N(CC(=O)Nc2cccc(N(C)S(C)(=O)=O)c2)S(=O)(=O)c2ccccc2)cc1	1.1	0.9	96	-6	-13	1	-1	-9	22
Cc1ccc(C2=NC(C(F)(F)F)(C(F)(F)F)c3c(n(-c4ccc(F)cc4)c(=O)[nH]c3=O)N2)cc1	6.6	8.2	99	-3	-5	-7	-2	-2	19
C=CCn1c(O)c(N=NC(=S)Nc2ccccc2F)c2ccccc21	-0.3	-1.6	96	-3	-9	-8	-4	2	9
CCN1CCN(S(=O)(=O)c2ccc(Cl)c(C(=O)N(CC)CC(=O)Nc3ccc(OC)cc3)c2)CC1	-0.3	-1.1	110	3	-6	-4	5	-17	9
COc1cccc(NC(=O)C2=COCCO2)c1	0.3	-0.2	·	·	-4	-4	·	·	·
CC1CCN(C(=O)C2CCC(C)(C(=O)O)C2(C)C)CC1 (configuration not stated)	0.9	0.8	109	0	1	-3	1	-4	31
COCc1cc(=O)n2[nH]c(C(F)(F)F)nc2n1	1.1	0.0	98	-21	-10	-2	-1	-8	8
Cc1cccc(/C=N/NC(=O)c2cc(-c3cccnc3)nc3c2c(C)nn3-c2ccccc2)c1	0.5	-0.4	95	1	-4	-12	3	-9	14

Among those listed so far, these have a COOH group:
SMILES	V1R ag counter	OXTR agonist	MEKK2 WT-MEK5	M18AAP inhibitor	OXTR potentiator	GalR3 antag	MEKK2mut PB1 HTS	GPR7 antag	NALP1 inh
COc1ccccc1/C=C1\SC(=S)N(C(C(=O)O)c2ccccc2)C1=O (configuration not stated)	-0.5	0.4	105	11	-4	-4	5	-11	14
O=C(Nc1c(C(=O)O)[nH]c2ccccc12)NC1CCCCC1	-0.3	0.2	102	-4	-14	-2	6	-8	-8
CC1CCN(C(=O)C2CCC(C)(C(=O)O)C2(C)C)CC1 (configuration not stated)	0.9	0.8	109	0	1	-3	1	-4	31
